# Screening results deposited in PubChem BioAssay by National Center for Advancing Translational Sciences (NCATS).
# Pf Dd2 growth: blocks in vitro growth of P. falciparum Dd2. P. falciparum Dd2 growth, SYBR Green, 72 h. Potency, µM (top dose mostly 28.9 µM), for inactives: at the highest dose activity, negative = inhibition, hits mostly inhibitors. 120,000 compounds, 4.3% hits; active = well fitted inhibition curve with a large enough effect; inconclusive = small, poorly fitted or top-dose-only effect; inactive = no such curve, though single readings can be large or run the other way;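 also: plate controls were DMSO vehicle for no effect and reference drug for full effect; nearly all actives have a fitted effect of over 65% in size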
#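 Readout: SYBR Green fluorescence, 485 nm excitation, 535 nm emission, after ~16 h lysis at 37C. Before that, Dd2-infected red cells (2.5% hematocrit) grew 72 h with compound, 29 uM top final concentration.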
# Starred values were filed as active, the others as inactive; i = inactive; ? = inconclusive; [ ] = dose if it differs, or a comment. Potency is read from the fitted curve at half-maximal effect. Not all compounds are listed. The share of hits here may be higher or lower than overall.
SMILES,Pf Dd2 growth
Cc1c(CNC2CCCCC2)c(C(=O)O)c(C)n1Cc1ccc(Cl)cc1,-24.7%
COCC(=O)N[C@@H]1CN(Cc2ccc(C#N)cc2)C[C@H]1CO,-14.3%
CC(C)NC(=O)N1CCC(N2CC3CC(C2)[C@H]2CCCC(=O)N2C3)CC1 (stereo partly specified),-1.3%
COc1cc2ccccc2cc1C(=O)Nc1ccc2oc(-c3cccc(Cl)c3Cl)nc2c1,50.9%[activator]
O[C@@H]1[C@@H](Cn2cc(-c3cccnc3)nn2)C[C@@H](NCc2ccc(F)cc2)[C@@H]1O,i
CN1CCC(NC(=O)C2CCCN(S(=O)(=O)c3ccccc3)CCC(=O)NCC2)CC1 (stereo unspecified),18.1%
COc1ccc(OC)c(CNC(=O)c2c(C)oc3ncn(CC(C)C)c(=O)c23)c1,10µM*
CC(C)(C)NC(=O)N[C@H](Cc1ccccc1)C(=O)N1CCOCCNC(=O)CC1,12.1%
CC(C)(C)c1ccc(-c2cc(C[C@H]3CNCC[C@H]3CC(=O)O)no2)cc1,-18.4%[44.1 µM]
O=C(c1ccccn1)N1CCC2(CC1)CC(N1CCN(c3ccccc3)CC1)CCO2 (stereo unspecified),-10.6%
COc1cccc(CNC(=O)C2Cn3cccc3C(=O)N2CC(C)C)c1OC (stereo unspecified),-5.8%
Cc1ccc(CN2C(=O)NC3(CCN(C(=O)c4cccc(C#N)c4)CC3)C2=O)cc1,-5.3%
COc1ccc(-c2nc(C)nc3c2CCN(C(=O)c2ccc(C(F)(F)F)cc2)CC3)cc1,-11.4%
CN(c1ccccc1)c1ccc2nnc(-c3cc(C(=O)NCc4cccnc4)ccn3)n2n1,?
CC(=O)N1CCN2C(=O)N(Cc3ccc(F)cc3)C[C@H]2C1,29.6%[44.1 µM]
COC(=O)CNC(=O)c1ccc(CN2C(=O)NC3(CCS(=O)(=O)CC3)C2=O)cc1,-23.4%
CCN(CC)CCNC(=O)c1ccc2c(=O)n3nc(Nc4cccc(Cl)c4C)sc3nc2c1,5.62µM*
Cc1ccccc1NC(=O)Cn1nc(-c2ccccc2)nc(Cc2ccccc2)c1=O,66.0%[activator]
O=C(Cn1ccn2nc(-c3ccc(F)cc3)c(CO)c2c1=O)Nc1cc(F)cc(F)c1,i
COc1ccc(N2C(=O)CCSC23C(=O)N(Cc2ccc(F)cc2)c2ccccc23)cc1 (stereo unspecified),-13.0%
Cc1nnc2n1CCC(NC(=O)c1cnco1)CC2 (stereo unspecified),25.4%
Cc1ccsc1CN(C(=O)COc1cccc(C)c1C)C1CCS(=O)(=O)C1 (stereo unspecified),18.4%
CSCc1ccc(C(=O)N2CCOCC(O)(CN3CCCC3)C2)o1 (stereo unspecified),-24.1%
CC(=O)Nc1ccc(S(=O)(=O)N[C@H]2CO[C@H]3[C@@H]2OC[C@@H]3Nc2nccc(-c3cccs3)n2)cc1,?
COC[C@@H]1CN(c2ncccn2)C[C@H]1C(=O)NCC(F)(F)F,4.6%
CCn1ncc(CN2CCCC23CCN(c2cc(C)nc4ccccc24)CC3)c1C,2µM*
Cc1oc(-c2ccc(C(=O)Nc3ccc(F)cc3F)cc2)nc1COc1ccccc1,i
Cc1ccc(-n2ncc3c(NCc4ccccc4)ncnc32)cc1Cl,?
COc1cccc(NC(=O)c2ccc3c(c2)N(C)C2CCCCCN2C3=O)c1 (stereo unspecified),-6.6%
CCN(Cc1cnn(CC)c1)C(=O)C1CCN(C(=O)N2CC3CC(C2)[C@H]2CCCC(=O)N2C3)CC1 (stereo partly specified),-22.0%

# Structures shown so far that contain a COOH group (2):
SMILES,Pf Dd2 growth
Cc1c(CNC2CCCCC2)c(C(=O)O)c(C)n1Cc1ccc(Cl)cc1,-24.7%
CC(C)(C)c1ccc(-c2cc(C[C@H]3CNCC[C@H]3CC(=O)O)no2)cc1,-18.4%[44.1 µM]

# Next section
SMILES,Pf Dd2 growth
CC(C)N1CC2CCC(C1)N2S(=O)(=O)C1CC1,-6.6%[44.1 µM]
CN(Cc1ccccc1)C(=O)c1ccc(N2CC3CC(C2)[C@H]2CCCC(=O)N2C3)nc1 (stereo partly specified),?
CN1c2cc(C(=O)Nc3cccc(Cl)c3)ccc2C(=O)N2CCCCCC21 (stereo unspecified),i
CCN1C(=O)CCN(C(=O)NCCCOC)CC12CCOCC2,-3.2%
COc1ccc(C(=O)N2CCCC3(C2)C(=NC2CCCCC2)NC(=O)N3c2cccnc2)cc1 (stereo unspecified),55.4%[activator]
c1c[nH]c(CNC[C@H]2Cn3cc(-c4ccc5c(c4)OCCCO5)nc3CO2)n1,-14.5%[44.1 µM]
CN(CCc1ccccn1)C[C@H]1CN2CC[C@H]1C[C@@H]2CNC(=O)c1ccc2c(c1)OCO2,-3.1%
O=C([C@@H]1C[C@H](Oc2ccccc2)CN1C(=O)c1ccco1)N1CCOCC1,8.8%
Cc1cc(Cn2cc3c4c(cccc42)[C@H](CC(C)C)N[C@H](C(=O)N2CCCCCC2)C3)no1,-18.5%
OC[C@@H]1CNC[C@H]1C1CCN(Cc2cccc(Cl)c2F)CC1,-16.2%
FC(F)(F)Oc1ccc(CN2CCC3(CC2)CC(c2cccc(C(F)(F)F)c2)=NO3)cc1,-6.2%
Cn1c(C(=O)N2CCC(C(=O)NCCc3ccccc3)CC2)cc2sccc21,-14.5%
COc1ccc(Br)cc1C(=O)Nc1ccc2oc(-c3cccnc3)nc2c1,?
CCc1c(C)nn(CC(=O)N2CCC3(CCNC(=O)CC3)CC2)c1C,-3.6%
COc1ccc(-c2cn3cc(C(=O)N[C@@H](C)CO)nc3c(=O)n2CC2CC2)c(F)c1,?
Cc1c(CC(=O)NCCc2ccc(Cl)cc2)c(=O)oc2c(C)c3occ(C(C)(C)C)c3cc12,-17.9%
O=C(NC[C@H]1C[C@@H]2CCN1C[C@@H]2CN1CCC(Cc2ccccc2)CC1)Nc1ccsc1,?
Cn1cccc1C(=O)N1C[C@@H](Oc2cccnc2)C[C@H]1C(=O)N1CCCC1,-17.6%
CC(C)N(Cc1ccccc1)C(=O)Cn1ncc2c([nH]c3ccccc32)c1=O,i
COc1ccc(CN2Cc3cc(NC(=O)c4cc(OC)cc(OC)c4)ccc3OC(C)C2=O)cc1 (stereo unspecified),?
COc1cc(OC)c(NC(=O)N2c3ccccc3CC2c2nc(C3CC3)no2)cc1Cl (stereo unspecified),?
C1Cc2nnc(C3CC3)n2CCN1,10.7%
CCc1cccc(NC(=O)C2CCCN(S(=O)(=O)c3cccs3)C2)c1 (stereo unspecified),-13.3%
O=C(Nc1ccc(Br)cc1F)N1CCC(CN2CCc3ccccc3C2)CC1,5.6%
COc1cc(OC)c(NC(=O)c2c(OC)cc(=O)n3c2CCCC3)cc1Cl,i
CC(=O)Nc1ccc(S(=O)(=O)N[C@H]2CO[C@H]3[C@@H]2OC[C@@H]3Nc2nccc(-c3ccco3)n2)cc1,?
CCS(=O)(=O)N1CC(=O)N(c2ccc(C)c(C)c2)C(C)(C(=O)NC2CCCCC2)C1 (stereo unspecified),15.3%
Cc1ccc(C(=O)N2CCC(N3CCOC3=O)CC2)cc1,24.1%[44.1 µM]
CCn1cnnc1CC1CCCN(C(=O)Nc2cccc(C)c2)C1 (stereo unspecified),i
COc1ccc(Cn2c(=O)c3ccnn3c3ccc(C(=O)O)cc32)cc1,i
COc1ccc(CN2CCC3(CC2)CC(=O)c2ccc(Cl)cc2O3)cc1,?
O=C(CCN1CCOC(C(F)(F)F)C1)NCc1ccccc1Cl (stereo unspecified),-10.7%
CCn1cc(CN2CCC(c3[nH]ncc3-c3ccccc3C)CC2)cn1,?
Cc1cccc(CSc2nc(=O)c3c(n2C)NC(=O)CC3c2cc(F)cc(F)c2)c1 (stereo unspecified),17.2%
CCCS(=O)(=O)N1CCC(c2nc(CCOc3ccc(F)cc3)no2)C1 (stereo unspecified),-12.3%
O=C(c1ccoc1)N1CCC2(CC1)N=C(c1ccccc1)NO2,-15.2%
Cc1cccc(/C=C/c2onc(C)c2S(=O)(=O)N2CCC(C(=O)N3CCC(C)CC3)CC2)c1,56.7%[activator]
Cc1cccc(-c2nc(CCNC(=O)COc3ccccc3)cs2)c1,8.6%
COc1ccc(-c2cc3c(=O)n(CCNC(=O)c4ccoc4)ccn3n2)cc1,?
CN1CCC2(CC1)CN(C(=O)CCc1ccccc1)Cc1ccccc1O2,1µM*
COCC[C@]1(O)CCN(C(=O)c2csc(CN(C)C)n2)C[C@H]1C,0.0%
COc1ccc(S(=O)(=O)NCCc2csc3nc(-c4ccccc4)nn23)cc1OC,-9.7%
CCN(C(=O)CCC(=O)N1CCCC(Cc2nncn2-c2ccccc2)C1)c1ccccc1 (stereo unspecified),?
CCn1cc(CN2CC[C@H]3C(=O)NCCCCCCN(Cc4ccncc4)[C@@H]3C2)cn1,?
O=S(=O)(c1cccs1)N1CCOC(Cc2cccc(F)c2)C1 (stereo unspecified),i
CCOc1ccc(NC(=O)Cc2coc3ccc(C)cc23)cc1,80.0%[activator]
O=C(CCn1ccc2cc(S(=O)(=O)N3CCCC3)ccc21)NCc1ccccc1Cl,-2.1%
CCOCC(=O)N1C[C@@H](Oc2ccccc2)C[C@H]1C(=O)NCCOC,-18.8%
O=C(Cn1c(=O)n(CCc2ccccc2)c(=O)c2c3c(sc21)CCCC3)Nc1ccc(F)c(F)c1,-14.5%
O=C(/C=C\c1ccc2c(c1)OCO2)NC1CC(=O)N(c2ccc(F)cc2)C1 (stereo unspecified),i

# Molecules listed so far that contain a thiophene ring, fused or not (7):
SMILES,Pf Dd2 growth
Cc1ccsc1CN(C(=O)COc1cccc(C)c1C)C1CCS(=O)(=O)C1 (stereo unspecified),18.4%
CC(=O)Nc1ccc(S(=O)(=O)N[C@H]2CO[C@H]3[C@@H]2OC[C@@H]3Nc2nccc(-c3cccs3)n2)cc1,?
Cn1c(C(=O)N2CCC(C(=O)NCCc3ccccc3)CC2)cc2sccc21,-14.5%
O=C(NC[C@H]1C[C@@H]2CCN1C[C@@H]2CN1CCC(Cc2ccccc2)CC1)Nc1ccsc1,?
CCc1cccc(NC(=O)C2CCCN(S(=O)(=O)c3cccs3)C2)c1 (stereo unspecified),-13.3%
O=S(=O)(c1cccs1)N1CCOC(Cc2cccc(F)c2)C1 (stereo unspecified),i
O=C(Cn1c(=O)n(CCc2ccccc2)c(=O)c2c3c(sc21)CCCC3)Nc1ccc(F)c(F)c1,-14.5%

# (listing goes on)
SMILES,Pf Dd2 growth
Cn1nc(-c2ccc(F)cc2)cc1[C@H]1CN2CC[C@H]1C[C@@H]2CNC(=O)c1ccc2c(c1)OCO2,i
Cn1nccc1C(=O)N1C[C@@H](Oc2ccccc2)C[C@@H]1C(=O)N1CCOCC1,-8.1%
CCn1nc(C)c(-c2cc(C(=O)NCC3Cn4cccc4C(=O)N3C)no2)c1C (stereo unspecified),?
CC(=O)N1CC2(CCN(Cc3ccc(Cl)cc3)C2)Cc2ccccc21 (stereo unspecified),?
COc1nc2c(cc1CNC(=O)c1cccnc1C)C(=O)N(C1CCCC1)C2,-10.8%
CCCN1CCC2(CCN([S+](=O)([O-])c3cccc(OC)c3)CC2)Oc2ccccc21,?
COc1cc(C(=O)Nc2ccc3oc(-c4ccc(C)c(Br)c4)nc3c2)cc(OC)c1OC,?
Cc1ccc(C)c(S(=O)(=O)c2nnn3c2nc(Nc2ccc(F)c(Cl)c2)c2sccc23)c1,12.6µM*
CCOc1ccccc1CNC(=O)CCc1c(C)nn(-c2ccc(N3CCOCC3)nn2)c1C,20.0%
Cc1cccc(OCC(=O)NC2CCN(c3cc(C(F)(F)F)ncn3)CC2)c1,10.2%
O=C(NC[C@H]1OC[C@@H](NC2CCCC2)[C@@H]1O)c1ccccc1,i
CCOc1ccc(NC(=O)C(=O)NCC(c2cccnc2)N2CCc3ccccc32)cc1 (stereo unspecified),?
CCCOc1ccc(C2c3c(oc4ccc(F)cc4c3=O)C(=O)N2CCc2ccc(OC)cc2)cc1 (stereo unspecified),?
CC1CCC(C(=O)NC(C(=O)OCC(=O)c2ccccc2)C(C)C)CC1 (stereo unspecified),14.7%
COc1ccc(C2C(C(=O)Nc3ccc(C)cc3C)=C(C)Nc3nc4ccccc4n32)c(OC)c1 (stereo unspecified),-1.1%
CCc1noc([C@@H]2CC(F)(F)CN2C(=O)c2ccoc2)n1,10.4%
Cc1ccc(NC(=O)Cn2c(-c3cnccn3)nc(C)c(C)c2=O)cc1C,-23.6%
CC(C)(C)CC(=O)N1CCN2C(=O)c3cc(-c4ccc(Cl)cc4)ccc3NC(=O)[C@H]2C1,-22.2%
CC(C)NC(=O)CN1C(=O)NC2(CCC(C(C)(C)C)CC2)C1=O (stereo unspecified),i
Cc1cc(-c2ccccc2)n2nc(-c3ccccc3)cc2n1,30.6%[activator]
CC1=C(C(=O)Nc2ccc(C)cc2C)C(c2ccc(C(=O)O)cc2)n2nc(SCc3ccccc3)nc2N1 (stereo unspecified),-5.0%
COC1CCN(c2cc(-c3cccnc3)nc3c(C)noc23)CC1,-22.8%[44.1 µM]
COc1cccc(NC(=O)c2oc3ccccc3c2NC(=O)c2ccc(OC(C)C)cc2)c1,?
CCOc1ccc(CNC(=O)Cn2ccc3cc(S(=O)(=O)N4CCCCC4)ccc32)cc1,44.9%[activator]
Cc1ccc2c(c1)-c1nc(-c3ccccc3)cc(-c3ccccc3)c1CO2,i
COc1cccc(CNC(=O)N2CCC(Oc3ncccc3C(=O)N3CCCCC3)C2)c1 (stereo unspecified),?
Cc1nnc(SCc2ccccc2)c2cc3sccc3n12,?
COC(=O)[C@@H]1Cc2c([nH]c3ccccc23)[C@H]2C[C@H](NCCO)C[C@@H](c3ccccc3)N21,i
CCOC(=O)C1CCCN(C(=O)c2ccc3c(c2)sc2nc(-c4ccc(CC)cc4)cn23)C1 (stereo unspecified),?
